# TrxR1 inh: blocks rat thioredoxin reductase 1 | O89049 | recombinant rTrxR1, NADPH fluorescence consumption, selenite substrate | Potency, µM (doses to about 114 µM), for inactives: at the highest dose activity change, negative = inhibition, hits mostly inhibitors | 1% of 390,000 active | AID 588453; note: % is set by controls: 0 for no effect and ±100 for the full control effect; nearly all actives have a fitted effect of over 65% in size
#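 Rat TrxR1 (90 nM in the dispensed reagent) was pre-reduced with 400 uM NADPH for 5 min at room temperature, then incubated with compound for 15 min. After 400 uM selenite was added, NADPH fluorescence (Ex 340/Em 450 nm) was followed for 8 min.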
# ERG-DNA inh: blocks human ERG Ets domain binding to DNA; P11308; 0.028% of 370,000 active; fluorescence polarization, His-ERG Ets domain / labelled DNA; Potency, µM (titrated, usually from 76.9 µM), for inactives: top-dose FP activity, negative = inhibition, usual class: inhibitors; active = well fitted inhibition curve with a large enough effect in the polarisation, with a control signal flat; inconclusive = small, poorly fitted or top-dose-only effect, or effect the other way, or a change in a side signal; inactive = no such curve, though single readings can be large or run the other way; the % refers to the polarisation;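 note: polarization taken with two DNA probes labelled with fluorescein and Texas red; % of control where 0% means no effect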
#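 His-tagged ERG Ets domain (1 uM in the protein solution; 300mM KCl, 50mM Tris-HCl, 1mM EDTA, 1mM DTT, pH 7.5) received compound, then a probe mix of 5 nM fluorescein-DNA and 100nM Texas-615-DNA. Fluorescence polarization was read for both dyes.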
# Pin1 inh: human Pin1 inhibition; Pin1 FP peptide displacement, HiFluor488, 10 min; Potency, µM (highest dose often 115 µM), inactives show top-dose activity, negative = inhibition, hits mostly inhibitors; 0.009% of 390,000 active; AID 504891; active = well fitted inhibition curve with a large enough effect in the polarisation, with a control signal flat, not every such curve was filed as active; inconclusive = small, poorly fitted or top-dose-only effect, or effect the other way, or a change in a side signal; inactive = no such curve, though single readings can be large or run the other way; the % refers to the polarisation; note: % is set by controls: 0 for no effect and ±100 for the full control effect
# Target sequence (Q13526 whole entry, looked up): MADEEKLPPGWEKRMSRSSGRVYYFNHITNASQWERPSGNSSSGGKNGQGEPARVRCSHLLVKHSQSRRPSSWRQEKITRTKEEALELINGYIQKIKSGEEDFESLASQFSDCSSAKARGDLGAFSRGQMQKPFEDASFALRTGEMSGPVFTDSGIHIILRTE
# HP1b chromo inh: inhibitors of HP1-beta chromodomain binding to methylated histone tails. P83916. AlphaScreen HP1-beta / biotin-H3K9me3 peptide binding. Potency, µM (highest dose often 114 µM), for the others: at the top dose activity change, negative = inhibition, hits mostly inhibitors. 0.56% of 390,000 active; note: nearly all actives have a fitted effect of over 70% in size; inactives centre near 23
#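 AlphaScreen: HP1-beta (50 nM) preformed 30 min with biotin-H3(1-18)K9me3 peptide (50 nM) in PBS pH 7.4, 0.01% Tween-20. Compound added for 30 min at RT, then streptavidin donor/nickel chelate acceptor beads (10 ug/mL) for 30 min.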
# JMJD2A Tudor: blocks the human JMJD2A Tudor domain. AlphaScreen JMJD2A-Tudor / H3K4me3 peptide binding. Potency, µM (series often up to 114 µM), for inactives: at the top dose activity change, negative = inhibition, actives largely listed as inhibitors. 4.4% of 390,000 active; note: % is set by controls: 0 for no effect and ±100 for the full control effect; nearly all actives have a fitted effect of over 50% in size
# RGS4 inhibitor: blocks human RGS4-accelerated GTP hydrolysis | Transcreener GDP fluorescence polarization, RGS4-accelerated GTP hydrolysis | P49798 | Potency, µM (series often up to 114 µM), without a hit: at the highest dose activity change, negative = inhibition, hits mostly inhibitors | 0.039% of 390,000 active; note: % is set by controls: 0 for no effect and ±100 for the full control effect; nearly all actives have a fitted effect of over 75% in size; some results filed as inactive show a strong effect at the top dose
# Target sequence (P49798 whole entry, looked up): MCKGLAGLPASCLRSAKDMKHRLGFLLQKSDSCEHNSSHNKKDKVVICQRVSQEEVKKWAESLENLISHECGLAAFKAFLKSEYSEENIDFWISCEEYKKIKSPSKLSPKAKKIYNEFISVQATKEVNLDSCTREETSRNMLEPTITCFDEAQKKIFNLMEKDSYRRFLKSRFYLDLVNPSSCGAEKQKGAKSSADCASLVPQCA
#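 MLSMR compounds (23 nl, pin-transferred) preincubated 10 min at room temperature with a 500nM (2x) first reagent, then RGS4 at 900nM (2x) plus Transcreener GDP mix added; fluorescence polarization (620/688 nm) read before and after 90 min at 30 °C.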
# Tb PGK inh: T. brucei PGK inhibition; Potency, µM (top dose mostly 57.5 µM), without a hit: at the top dose activity change, negative = inhibition, hits mostly inhibitors; 0.043% of 380,000 active; PGK/GAPDH coupled, Kinase-Glo luminescence, 60 min; P07378; note: % is set by controls: 0 for no effect and ±100 for the full control effect; nearly all actives have a fitted effect of over 60% in size
#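 Luminescent ATP detection (Kinase-Glo Plus) follows a 60-minute room-temperature incubation, with wells lacking PGK as controls. Buffer: 100 mM TEA (pH 7.6), 5 mM MgCl2, 0.01% Tween-20. Coupling enzyme GAPDH (100 nM final) supplies unstable 1,3-BPG in-well.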
# ALOX12 inh: ALOX12 (human) lipoxygenase inhibition; P18054; purified 12hLO, xylenol orange hydroperoxide absorbance; Potency, µM (titrated, usually from 108 µM), without a hit: at the highest dose activity change, negative = inhibition, most hits filed as inhibitors; 1.1% of 580,000 active; note: % is set by controls: 0 for no effect and ±100 for the full control effect
# Target sequence (P18054 whole entry, looked up): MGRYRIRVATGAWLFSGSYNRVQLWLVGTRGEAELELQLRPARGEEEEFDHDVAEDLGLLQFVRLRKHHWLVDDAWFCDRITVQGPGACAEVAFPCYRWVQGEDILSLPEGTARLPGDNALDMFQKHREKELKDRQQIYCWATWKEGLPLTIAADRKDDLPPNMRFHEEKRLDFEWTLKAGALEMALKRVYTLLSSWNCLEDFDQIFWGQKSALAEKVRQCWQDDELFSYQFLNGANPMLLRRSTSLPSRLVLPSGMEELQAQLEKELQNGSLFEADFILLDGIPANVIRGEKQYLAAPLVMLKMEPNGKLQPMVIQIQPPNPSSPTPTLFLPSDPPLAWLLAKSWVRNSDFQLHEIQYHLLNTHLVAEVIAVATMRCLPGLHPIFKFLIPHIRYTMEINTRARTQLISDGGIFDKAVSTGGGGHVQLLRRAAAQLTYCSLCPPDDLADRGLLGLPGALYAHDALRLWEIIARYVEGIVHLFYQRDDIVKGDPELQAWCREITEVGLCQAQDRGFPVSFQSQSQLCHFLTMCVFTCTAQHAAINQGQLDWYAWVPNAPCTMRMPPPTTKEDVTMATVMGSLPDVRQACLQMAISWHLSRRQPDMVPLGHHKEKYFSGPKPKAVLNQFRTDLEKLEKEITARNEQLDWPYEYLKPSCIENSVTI
#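 Hydroperoxide product was detected by ferrous iron/xylenol orange as the 573 to 405 nm absorbance ratio. Arachidonic acid at 40 uM (final) was turned over for 30 min at room temperature by 150 nM human 12hLO, pH 7.0 Hepes buffer, after 15 min compound preincubation.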
# GLS inhibitor: inhibitors of human glutaminase (GLS); O94925; GLS enzymatic activity, qHTS titration; Potency, µM (doses to about 45.5 µM), without a hit: at the top dose activity change, negative = inhibition, actives largely listed as inhibitors; 0.21% of 410,000 active; note: % is set by controls: 0 for no effect and ±100 for the full control effect
#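 Human kidney-isoform GLS in 45 mM KH2PO4 pH 8.2, 0.02% Tween-20, with compound, started with 1mM L-Glutamine (added stock). Glutamate oxidase/HRP/Amplex red coupled fluorescence read at start and after 30 min at RT.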
# Starred values were filed as active, the others as inactive; i = inactive; ? = inconclusive; . = no result given; & = joins results of further samples; [ ] = remark or other dose. Unless noted, calls come from the whole dose curve; as a rule, active = well fitted curve in the direction sought with a large enough effect; inconclusive = small, poorly fitted or top-dose-only effect, or another doubt; inactive = no such curve, though single readings can be large; an effect the other way counts as inactive or inconclusive. Potency is the fitted concentration of half-maximal effect.
Molecule | TrxR1 inh | ERG-DNA inh | Pin1 inh | HP1b chromo inh | JMJD2A Tudor | RGS4 inhibitor | Tb PGK inh | ALOX12 inh | GLS inhibitor
CC(C)(C)NC(=O)C(c1ccc(F)cc1)N(Cc1ccco1)C(=O)CCC(=O)Nc1ccccn1 (configuration not stated) | 4%[57.1 µM] | 1% | 0% | -3% | -15% | 1% | -8% | 2% | 2%
O=C(CN1CCCc2ccccc21)N/N=C/c1ccc(F)cc1F | 8% | 3% | 19% | 3% | -26% | 0% | -6% | 3% | -3%
Cc1ccc(S(=O)(=O)N2CC3CCC2C3)cc1 (configuration not stated) | 12% | -3% | -1% | 16% | -1% | 1% | -16% | 416%[activator] | -11%
Cc1cc(C(=O)N2CCC(Cc3ccccc3)CC2)no1 | -9% | -2% | 0% | 25% | -17% | 6% | -8% | 1% | 5%
Cc1ccc2c(c1)c(C)cc[n+]2Cc1ccccc1 | 2% | 3% | 6% | 13% | -8% | -6% | i | -6% | 2%
CCOc1cc(C(C(=O)NCC2CCCO2)N(C(=O)Cn2nnc3ccccc32)c2ccccc2OC)ccc1O (configuration not stated) | 6%[57.1 µM] | -2% | -1% | 19% | -16% | -3% | -8% | -20% | -26%
COc1ccc(C(=O)n2nc(C#N)c(C#N)c2N)cc1 | 11% | -24% | 11% | 40%[activator] | -12% | 23% | i | -11% | 2%
Cc1c(N=C2SCC(=O)N2/N=C\c2ccc(Br)cc2)c(=O)n(-c2ccccc2)n1C | 24%[57.1 µM] | -3% | 1% | -3% | ? | -2% | -9% | 4% | -9%
COc1cc(C(=O)NC(c2ccccc2)c2ccccc2)cc(Cl)c1OC | -1% | . | 8% | 33%[activator] | -5% | -23% | i | 0% | -9%
C/C(CC(=O)Nc1ccc2c(c1)OCCO2)=N\NC(=O)c1ccccc1Cl | ? | -10% | 1% | 16%[57 µM] | -10% | 23% | -3% | 3% | 0%
CCc1ccccc1NC(c1nnc(-c2cccc(F)c2)o1)c1ccc(F)cc1Cl (configuration not stated) | 17% | -3% | -5% | 45%[activator] | 6% | 3% | -5% | -4% | 7%
O=C(CNC(=O)c1ccc(F)cc1)c1ccc(Cl)cc1 | 12% | 3% | -2% | 29% | 0% | 13% | 4% | -8% | 13%
COc1ccc(C(=O)Nc2nc3ccc(OC)cc3s2)cc1 | 26% | 1% | 4% | 14% | -18% | 5% | -7% | 0% | -8%
CCOC(=O)C1CCN(c2cc(C)nc3c(-c4ccccc4OC)c(C)nn23)CC1 | 3%[57.1 µM] | 0% | 2% | 47%[activator] | 9% | 32% | i | 1% | 4%
O=C(O)C(c1ccccc1)C(O)C1CCCC1 (configuration not stated) | 15%[11.4 µM] | -11% | -15% | 20% | -4% | 13% | -1% | -1% | 1%
Fc1ccccc1-c1cc2cc3c(cc2cn1)OCO3 | 5% | 7% | -3% | 95%[activator] | 0% | -4% | -10% | ? | 4%
C=C(Br)CN1[C@@H](Cc2ccccc2)[C@H](O)[C@@]23C=C[C@@H](C[C@@H]2S1(=O)=O)O3 | 13% | -3% | 1% | 40%[activator] | -16% | 14% | -1% | -15% | -4%
O=C1CCN(CCc2ccccc2)CCN1[C@H](CSc1ccc(Br)cc1)c1ccccc1 | 19%[57.1 µM] | -1% | 23% | 11% | ? | -10% | 1% | ? | 3%
O=C(CSc1nnnn1-c1ccc(F)cc1F)Nc1ccccc1F | 26% | 11% | 1% | 44%[activator] | -1% | -5% | -9% | 4% | -12%
CCc1nc2nc(C)cc(Nc3cc(C)ccc3C)n2n1 | ? | -2% | 1% | 42%[activator] | -4% | 14% | i | -3% | -5%
Cc1cc(=O)oc2cc(NC(=O)COc3cccc(C(F)(F)F)c3)ccc12 | -13% | 14% | 44%[activator] | 17% | -3% | 24% | -8% | ? | 6%
CCc1ccc(NC(=O)C2=CC(c3cccs3)=NS(=O)(=O)N2C)cc1 | 13%[57.1 µM] | -2%&-13% | -1%&1% | -17%&31% | -6% | 7%&-5% | 0%&4% | 28%&-20% | -4%&2%
CCCNC(=O)C1(O)c2cc(Br)ccc2NC(=O)N1c1ccc(Cl)cc1 (configuration not stated) | 5% | 6% | -4% | 18% | -10% | 29% | -3% | -2% | 1%
Cc1nnc(NC(=O)CCn2c(=O)oc3ccc(Cl)cc32)s1 | ? | -5% | 2% | 41%[activator] | -13% | -5% | -2% | -4% | 0%
O=C(Cn1ncc(Cl)c(Cl)c1=O)c1ccc2c(c1)OCCO2 | 1%[11.4 µM] | 6% | 11% | 5% | -16% | -19% | -8% | 1% | 0%

Molecule | TrxR1 inh | ERG-DNA inh | Pin1 inh | HP1b chromo inh | JMJD2A Tudor | RGS4 inhibitor | Tb PGK inh | ALOX12 inh | GLS inhibitor
Cc1cc(N)ccc1S(C)(=O)=O | 15% | -5% | -4% | 47%[activator] | 15% | -7% | -4% | 0% | 2%
CCOc1ccccc1NC(=S)N1CCC(NC(=O)NC23CC4CC(CC(C4)C2)C3)CC1 | 13% | . | 6% | 21% | -20% | -4% | -4% | -28% | 0%
Cc1cccn2c(=O)c(/C=C(\C#N)C(N)=O)c(N3CCCCCC3)nc12 | 28% | 7% | -6% | 39% | -12% | -3% | 2% | 66%[activator] | -1%
O=[N+]([O-])c1ccc(Nc2nc(N3CCOCC3)nc(N3CCOCC3)n2)cc1 | 17%[57.1 µM] | -13% | 11% | 8% | -12% | -14% | -6% | 6% | -11%
C[C@@]12C(=O)Nc3ccc(Br)cc3C(=O)N1[C@H]1c3ccccc3OC[C@@H]1[C@@H]2c1ccccc1 | 13% | -3% | 13% | 11% | -35% | 1% | -7% | . | 1%
Cc1ccc(CNC(=O)CCCCCNC(=O)N2CCn3c2nc2ccccc23)cc1 | 12% | -12% | -2% | 26% | -9% | -26% | -8% | 43% | -9%
CN(C)CCNC(=O)c1coc(=O)c(Br)c1 | 7%[57.1 µM] | -4% | -13% | 12% | ? | -4% | 2% | 15% | 1%
COc1cc(C(=O)N2CCN(S(=O)(=O)c3ccc(C)cc3)CC2)ccc1OCC(=O)N1CCOCC1 | 30% | 5% | 0% | 44%[activator] | 4% | -11% | i | ? | -17%
Fc1cccc2sc(N3CCCC3)nc12 | 17%[57.1 µM] | 6% | -3% | 28% | -7% | 24% | i | -4% | 4%
CCCc1nnc(NC(=O)CCC(=O)N2CCN(Cc3ccc(C)cc3C)CC2)s1 | 4% | 3% | -11% | 27% | -22% | 25%[11.4 µM] | -7% | -12% | 4%
CNS(=O)(=O)c1cccc(C(=O)NCC(C)(C)N2CCCCC2)c1 | 16% | 11% | -2% | 21% | 5% | 14% | -2% | -16% | 0%
O=C(NCCC1=CCCCC1)C1CCN(c2nc3ccccc3o2)CC1 | 18% | -3% | -1% | 24% | -11% | 6% | 3% | -6% | -10%
Cc1ccc(C(=O)Nc2ccc(N3CCN(C)CC3)nc2)cc1 | 30%[57.1 µM] | 8% | -3% | 30% | 7% | 3% | -2% | -5% | -11%
N#C/C(C(=O)NCc1ccccc1)=C1/N=C(NC(=O)c2cccs2)c2ccccc21 | -14% | 1% | 30%[activator] | ? | -13% | 6% | -5% | 0% | -2%
COc1cccc(CN(C)Cc2c(O)ccc3ccccc23)c1 | ? | 2% | -3% | 5% | -6% | -16% | 0% | 10µM* | -16%
CCCc1cc(C(=O)Cc2ccc(F)cc2)c(O)cc1O | 6%[57.1 µM] | 2% | 8% | 88%[activator] | -21%[11.4 µM] | -10%[11.4 µM] | 1% | ? | 31%[activator]
CCOC(=O)c1oc2nc(CC(C)C)c3c(c2c1N)CCC3 | 83%[activator] | 2% | -4% | 22% | -6% | -22% | -9% | ? | 0%
Cc1ccc(S(=O)(=O)N2CCN(C(=O)c3cc(=O)c4ccccc4o3)CC2)cc1 | 16%[57.1 µM] | -3% | 4% | 18% | -18% | 2% | i | 4% | 0%
CCCCn1c(N)c(N(CCC(C)C)C(=O)CC2CCCCC2)c(=O)[nH]c1=O | 19% | 5% | 0% | 22% | -8% | -32% | i | -10% | 4%
Nc1nc2c(s1)CC(c1ccccc1)CC2 (configuration not stated) | 25%[57.1 µM] | 0% | 6% | -2% | 5%[11.4 µM] | -2%[11.4 µM] | -5% | -2% | -19%
CC(=O)Nc1ccc(C(=O)Nc2nnc(CCc3ccccc3)s2)cc1 | 36%[activator] | 16% | 27% | 57%[activator] | -14% | -19% | -2% | 0% | 2%
Cn1cnnc1SCc1ccc(C(=O)O)cc1 | 8%[57.1 µM] | -7% | -1% | 29% | -6% | -23% | -10% | 0% | -1%
COc1ccc(/C=N/NC(=O)CCn2nnc3ccccc32)cc1 | 2% | -8% | 5% | 34% | 4% | 8% | -7% | 102%[activator] | 0%
Cc1ccc(NC(=O)CS(=O)CC(=O)N(c2ccccc2)C(C)C(=O)NC2CCCC2)cc1 (configuration not stated) | 13% | . | -7% | 28% | -19% | -20% | . | 6% | 3%
O=c1c2c3c(sc2nc(N2CCNCC2)n1CCc1ccccc1)CCCCC3 | -9%[57.1 µM] | -5% | -1% | 0% | -22% | -4% | 5% | -6% | -5%
CNC(=S)Nc1cccc(S(=O)(=O)NCc2ccco2)c1 | -23% | -7% | 4% | -16% | -22% | -17% | 6% | ? | 17%

# Full records, looked up by structure. Order of values: TrxR1 inh	ERG-DNA inh	Pin1 inh	HP1b chromo inh	JMJD2A Tudor	RGS4 inhibitor	Tb PGK inh	ALOX12 inh	GLS inhibitor
# Shown for COc1ccc(/C=N/NC(=O)CCn2nnc3ccccc32)cc1 → 2%	-8%	5%	34%	4%	8%	-7%	102%[activator]	0%
# Shown for O=C(NCCC1=CCCCC1)C1CCN(c2nc3ccccc3o2)CC1 → 18%	-3%	-1%	24%	-11%	6%	3%	-6%	-10%

# This is a subset; rates above refer to the full screens.
